Compound activity (PubChem BioAssay)
CHO parental Ca – counter-screen: ATP calcium response change in parental CHO cells. 330,000 tested, 0.63% active. AID 463079. inhibition, % at 5.6 µM. parental CHO-K1, ATP-induced calcium, Fluo-8 fluorescence;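 active = inhibition above that plate's mean sample inhibition plus 3 SD, cut at about 26% in these data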;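 note: 0% = ATP-challenged DMSO wells and 100% = DMSO wells without ATP; some compounds past the cut are filed as inactive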
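Test system: untransfected parental CHO cell line. Compound: one dose, 5.6 µM nominal. Detection: intracellular calcium via Fluo-8 no-wash fluorescent dye. Measure: % inhibition. Benchmarks: ATP-challenged DMSO wells low, unchallenged DMSO wells high.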
M1 antag – antagonists of human M1 muscarinic receptor; P11229; CHO-K1 hM1, Fluo-8 calcium fluorescence, ACh EC80 antagonist; inhibition, % at 3 µM; 360,000 tested, 1.3% active; AID 588852;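 active = percent inhibition above its own plate's cutoff, namely the mean of that plate's compound wells plus 3 SD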;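 note: peak over basal fluorescence ratio during 140 s after agonist addition; 0% = ACh EC80 plus DMSO and 100% = DMSO alone without agonist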
Target sequence (P11229 whole entry, looked up): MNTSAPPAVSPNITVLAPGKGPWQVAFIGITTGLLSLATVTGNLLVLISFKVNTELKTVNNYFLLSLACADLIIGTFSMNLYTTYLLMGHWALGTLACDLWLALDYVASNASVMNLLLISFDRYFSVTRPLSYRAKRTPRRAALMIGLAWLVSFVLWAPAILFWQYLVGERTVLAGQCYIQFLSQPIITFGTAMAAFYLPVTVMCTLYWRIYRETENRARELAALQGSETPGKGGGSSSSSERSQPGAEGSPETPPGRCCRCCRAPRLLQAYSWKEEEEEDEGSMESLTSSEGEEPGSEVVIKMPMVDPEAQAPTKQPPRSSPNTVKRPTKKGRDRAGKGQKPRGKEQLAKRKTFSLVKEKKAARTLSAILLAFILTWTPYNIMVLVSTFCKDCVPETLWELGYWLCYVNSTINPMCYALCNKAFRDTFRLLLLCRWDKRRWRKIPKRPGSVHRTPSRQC
CHO-K1 Ca ag – nonselective activator or artifact in parental CHO-K1 cells; Fluo-8 calcium fluorescence; scaled to maximal ATP response, vehicle zero; activation, % at 3 µM; 360,000 tested, 0.48% active; AID 602248; in the data active = activation above about 15%;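 note: untransfected CHO-K1 host cells lacking M1 receptor as counterscreen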
CHO-K1 Ca antag – nonselective inhibitor or artifact in parental CHO-K1 cells. ATP-induced calcium, Fluo-8 fluorescence. inhibition, % at 3 µM. 360,000 tested, 0.6% active. AID 602250;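 active = inhibition above a per-plate cutoff, the plate's mean sample inhibition plus 3 SD, cut at about 24% in these data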;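 note: 0% = DMSO plus EC80 ATP and 100% = DMSO alone without ATP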
CHRM1 PAM – human CHRM1 positive allosteric modulation; P11229; CHO-K1 hM1, Fluo-8 calcium fluorescence, ACh EC20; 0% = ACh EC20, 100% = maximal ACh; activation, % at 3 µM; 360,000 tested, 0.088% active; in the data active = activation above about 19%, passing the limit was not always enough
TAAR1 antagonist – antagonists of human TAAR1; inhibition, % at 3 µM; 360,000 tested, 1.5% active; CHO RD-HGA16 TAAR1, Fluo-8 calcium fluorescence, antagonist; AID 624466; Q96RJ0;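 active = inhibition above a per-plate cutoff, the mean inhibition of test compounds on that plate plus 3 SD, cut at about 49% in these data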;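 note: 0% = DMSO plus EC80 beta-PEA response and 100% = DMSO alone without agonist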
Target sequence (Q96RJ0 whole entry, looked up): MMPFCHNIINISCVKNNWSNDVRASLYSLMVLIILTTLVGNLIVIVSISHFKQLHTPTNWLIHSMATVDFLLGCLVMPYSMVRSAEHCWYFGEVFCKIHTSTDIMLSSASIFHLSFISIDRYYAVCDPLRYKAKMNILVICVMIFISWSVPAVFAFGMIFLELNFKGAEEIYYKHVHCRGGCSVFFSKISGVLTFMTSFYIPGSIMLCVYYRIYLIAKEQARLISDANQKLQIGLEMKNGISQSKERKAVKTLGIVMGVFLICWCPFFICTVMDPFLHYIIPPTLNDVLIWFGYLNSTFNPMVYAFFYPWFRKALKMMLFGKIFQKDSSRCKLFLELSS
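Test system: hTAAR1-expressing CHO RD-HGA16 cells, Gα16-coupled; Probe or stimulus: EC80 β-phenethylamine stimulus; Compound dosing: single nominal final test compound concentration of 3 µM; Timing: 140 s kinetic read after compound, 140 s after agonist; Signal: Fluo-8 calcium-sensitive fluorescence; Measure: % inhibition of agonist calcium response; Controls: DMSO and EC80 PEA controls.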
CHO-K1 Ca PAM – M1 PAM counterscreen hit in parental CHO-K1 cells. ATP EC20, Fluo-8 calcium fluorescence; 0% at ATP EC20, 100% at ATP max. activation, % at 3 µM. 360,000 tested, 0.02% active. AID 602247;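 active = activation above the run cutoff, the mean activation of all test compounds plus 3 SD, cut at about 40% in these data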;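 note: peak over basal fluorescence ratio in a 140 s read after ATP addition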
TAAR1 agonist – agonists of human TAAR1; Q96RJ0; 360,000 tested, 0.99% active; CHO RD-HGA16 TAAR1, Fluo-8 calcium fluorescence; vehicle wells 0%, saturating PEA agonist 100%; AID 624467; activation, % at 3 µM;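 active = activation above the mean activation of all test compounds in the run plus 3 SD, cut at about 38% in these data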
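Assay system – CHO-derived RD-HGA16 cells with stable Gα16 and human TAAR1 · Compound dosing – one-point dosing at 3 µM (nominal) · Incubation – 17-24 h seeding, 75 min 37 °C dye, 30 min RT · Measured by – kinetic Fluo-8 calcium fluorescence · Control set – DMSO vehicle as 0%, PEA at EC100 as 100% · Repeats – single well for each compound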
CHRM1 agonist – activates human CHRM1 receptor | P11229 | CHO-K1 hM1, Fluo-8 calcium fluorescence, agonist mode; 0% DMSO, 100% acetylcholine EC100 | 360,000 tested, 0.33% active | AID 588814 | activation, % at 3 µM;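 active = activation above the run's mean compound activation plus 3 SD, cut at about 16% in these data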;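 note: peak over basal fluorescence ratio within a 140 s kinetic read after compound addition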
Active calls of the source: *; . = no result given; & = joins results of further samples. Random draw from the library, and some 4.4% of all compounds hit somewhere here.

SMILES	CHO parental Ca	M1 antag	CHO-K1 Ca ag	CHO-K1 Ca antag	CHRM1 PAM	TAAR1 antagonist	CHO-K1 Ca PAM	TAAR1 agonist	CHRM1 agonist
CC(C)(C)C(=O)N1CCN(c2ccc([N+](=O)[O-])c(NCC3CCCO3)c2)CC1 (stereo unspecified)	-17.0	2.8	2.4	-1.6	1.1	10.5	12.1	3.3	-1.7
O=C(Nc1ccccc1Cl)C(Cl)C(=O)c1ccccc1 (stereo unspecified)	.	-1.8	0.1	2.6	0.8	5.6	-2.0	4.5	-15.3
Cc1ccccc1NC(=S)Nc1ccccn1	-6.8	-8.8	0.5	-18.5	16.1	-11.1	-3.9	8.2	-1.2
O=C(COc1cccnc1[N+](=O)[O-])N1CCN(S(=O)(=O)c2ccccc2)CC1	-10.8	-6.1	0.2	-2.5	4.1	6.1	6.7	2.3	-4.8
COc1oc(C(=O)NC2CCCCC2)c(-c2ccc(Cl)cc2)c1S(=O)(=O)c1ccccc1	.	-21.0	1.7	-16.8	7.0	7.6	30.9	0.1	-5.8
O=C(c1ccc([N+](=O)[O-])cc1)n1nc(-c2ccccc2)nc1NCc1ccc(F)cc1	-0.9	-5.7	0.3	-5.5	5.6	-5.3	20.8	0.1	1.2
COc1cc(NC(=O)c2csc(-c3ccncc3)n2)cc(C(=O)Nc2cccc(C(F)(F)F)c2)c1	-16.6	-10.1&0.1	0.2&-0.4	-8.2&-7.5	5.0&1.4	73.6*	-4.2&3.6	9.3&11.8	-1.9&-0.5
CC(C)CN(CC(C)C)C(=S)Nc1ccc(Cl)cc1	-3.2	3.6	2.7	-9.6	-1.6	-18.1	4.4	7.2	-5.3
Nc1ccc(-n2c(N)c(C(=O)NCc3ccc4c(c3)OCO4)c3nc4ccccc4nc32)cc1	12.9	-20.5	0.1	16.3	11.5	7.7	13.7	6.3	1.7
O=C(O)c1ccc(-n2cc(C(=O)c3ccccc3O)cn2)cc1	-6.3	-5.0	0.6	7.4	9.2	13.9	-18.6	65.5*	1.4
Nc1nc(SCC(=O)Nc2ccc(Cl)cc2C(F)(F)F)n[nH]1	0.2	-8.4	1.0	-12.6	6.9	-14.7	5.7	1.5	-2.2
O=C(CN(C(=O)c1csnn1)c1ccc(F)c(Cl)c1)NC1CCCC1	-3.2	-7.2	2.0	-13.8	9.2	-19.5	3.4	5.9	-4.5
Cc1cccc(C)c1NC(=S)/C(=C(\[O-])c1cccs1)[n+]1ccccc1	-4.2	2.1	0.5	-9.9	-1.4	-5.3	17.2	2.5	-8.4
COc1ccccc1OCc1nnc(SCC(=O)N2CCCC2)o1	-2.9	-2.7	0.9	-3.8	11.1	-20.7	14.2	-0.3	-4.0
O=S(=O)(NCCC1CC1(Cl)Cl)c1ccc(Cl)cc1 (stereo unspecified)	-11.5	1.0	1.7	-4.1	-1.0	22.9	-9.4	-2.6	-5.3
C[C@@H](NC(=O)[C@@H]1Cc2ccccc2CN1)C(=O)NCC1CCCO1 (stereo partly specified)	-2.3	-1.9	-0.1	-15.3	14.0	-17.2	27.1	6.2	-0.1
CNC(=O)CSc1nc2sccc2c(=O)n1-c1ccccc1	-6.7	-10.8	0.6	4.7	12.8	-8.6	3.3	-4.1	-2.5
Cc1c(NC(=O)COC(=O)COc2ccc(Nc3ccccc3)cc2)c(=O)n(-c2ccccc2)n1C	-6.9	-7.4	2.2	3.1	6.9	-2.1	10.0	7.8	-9.3
O=C(NCc1ccccc1F)C1CC(=O)N(c2ccc3c(c2)OCCO3)C1 (stereo unspecified)	-15.2	-5.8	1.3	-5.1	6.6	15.5	8.0	0.5	-4.8
CC1(C(=O)NCc2ccccc2)CCC(=O)N1C1CCN(Cc2ccccc2)CC1 (stereo unspecified)	.	.	1.3	-28.6	.	-23.0	8.3	3.4	.

Among those listed so far, five contain fluorine.
SMILES	CHO parental Ca	M1 antag	CHO-K1 Ca ag	CHO-K1 Ca antag	CHRM1 PAM	TAAR1 antagonist	CHO-K1 Ca PAM	TAAR1 agonist	CHRM1 agonist
O=C(c1ccc([N+](=O)[O-])cc1)n1nc(-c2ccccc2)nc1NCc1ccc(F)cc1	-0.9	-5.7	0.3	-5.5	5.6	-5.3	20.8	0.1	1.2
COc1cc(NC(=O)c2csc(-c3ccncc3)n2)cc(C(=O)Nc2cccc(C(F)(F)F)c2)c1	-16.6	-10.1&0.1	0.2&-0.4	-8.2&-7.5	5.0&1.4	73.6*	-4.2&3.6	9.3&11.8	-1.9&-0.5
Nc1nc(SCC(=O)Nc2ccc(Cl)cc2C(F)(F)F)n[nH]1	0.2	-8.4	1.0	-12.6	6.9	-14.7	5.7	1.5	-2.2
O=C(CN(C(=O)c1csnn1)c1ccc(F)c(Cl)c1)NC1CCCC1	-3.2	-7.2	2.0	-13.8	9.2	-19.5	3.4	5.9	-4.5
O=C(NCc1ccccc1F)C1CC(=O)N(c2ccc3c(c2)OCCO3)C1 (stereo unspecified)	-15.2	-5.8	1.3	-5.1	6.6	15.5	8.0	0.5	-4.8

Next results.
SMILES	CHO parental Ca	M1 antag	CHO-K1 Ca ag	CHO-K1 Ca antag	CHRM1 PAM	TAAR1 antagonist	CHO-K1 Ca PAM	TAAR1 agonist	CHRM1 agonist
Oc1ccccc1N1CCN(c2ncnc3scc(-c4ccccc4)c23)CC1	-22.4	7.2	3.1	-10.5	-1.0	17.4	10.4	2.6	-1.8
O=C(CSc1nncc2ccccc12)N1CCOCC1	-3.2	-2.6	0.3	-8.2	1.6	-6.1	9.7	1.7	-3.0
Cc1cc(C)nc(Nc2nc(C(N)Cc3ccc(Cl)cc3)cs2)n1 (stereo unspecified)	.	7.8	4.9	-0.5	1.0	49.8*	16.6	62.5*	15.6
COc1ccc(CCn2c(C)nc3c(c(=O)c4ccccc4n3C)c2=O)cc1	-13.4	22.6	2.4	-5.3	-23.6	13.8	2.4	2.7	-7.0
COc1ccc(Cl)cc1-c1nc(SCC(=O)NC2CC2)n[nH]1	-9.2	4.7	0.4	-4.5	2.9	1.2	18.6	7.4	-5.8
COc1ccc(C(=O)NNC(=O)CSc2nnc(C)n2C)cc1	-17.6	-6.3	0.1	-4.9	1.5	-15.9	2.8	4.9	-4.5
CCn1c(SCC(=O)N2CCCc3ccccc32)nc2ccccc2c1=O	-17.4	2.8	2.1	3.2	-2.3	7.2	8.4	7.5	-2.9
COc1cc(CNc2ncnc3c2ncn3[C@H]2CN(Cc3cccc(C(F)(F)F)c3)C[C@@H](COC(C)=O)O2)cc(OC)c1OC	.	-12.6	0.6	-9.3	5.8	-17.4	11.3	1.0	-4.0
CCC(C(=O)O/N=C(\N)c1ccccc1)c1ccccc1 (stereo unspecified)	-15.3	7.9	-0.3	11.3	-4.0	-8.4	-8.2	21.5	-3.4
CCN(CC)C(=O)Cn1c(=O)n(CCC(=O)Nc2ccc(F)cc2)c(=O)c2sccc21	-13.8	-6.9	0.1	-10.7	13.8	-8.6	-1.4	0.3	-0.7
N#CC1(NC(=O)COC(=O)c2ncc(Cl)c(Cl)c2Cl)CCCCC1	-2.5	-5.6	-0.7	15.0	2.0	1.9	-23.6	0.9	-3.1
CN(C)c1oc(-c2ccccc2F)nc1C#N	-12.3	-8.3	-0.8	14.2	5.1	3.1	-4.2	-1.5	-2.1
CC1(C)Cc2c(c(-c3ccccc3)[nH]c(=O)c2C#N)CO1	-6.6	-15.5	0.6	-8.4	12.1	-18.6	18.3	4.8	-1.3
O=C(Cn1c(C(=O)N2CCc3ccccc3C2)cc2sccc21)c1ccccc1	-18.7	-4.0	1.4	-13.9	4.3	.	22.8	.	-5.7
O=S(=O)(c1ccc(F)c(F)c1)N1CCN(c2ccccn2)CC1	-7.2	-11.6	-0.4	-1.8	4.0	1.6	6.4	5.1	-9.2
CCOc1[nH]n(-c2ccccc2)c(=O)c1C=NCc1cccnc1	-2.0	3.8	0.2	-12.4	5.8	-10.4	8.0	-0.8	-7.3
CNC(=O)c1cccnc1Nc1cccc(C(F)(F)F)c1	-17.8	-5.5	0.8	-13.3	3.5	3.0	21.3	-1.5	-8.3
CCN(CC)S(=O)(=O)c1ccc2oc(Nc3ccccc3)nc2c1	-21.0	-4.1	1.2	-5.7	0.5	5.7	7.8	3.4	-3.9
Cc1cc(C)n(CC(=O)N/N=C/c2cc([N+](=O)[O-])ccc2O)n1	-11.1	-7.0	0.6	-6.5	4.9	-0.5	11.5	5.4	-5.6
O=C(CCc1ccccc1)NC1(Cc2ccccc2)CCN(CCCc2ccccc2)C1=O (stereo unspecified)	-28.9	-2.9	2.7	-15.1	3.5	55.3*	13.9	7.2	-2.8
S=C(NCc1ccccc1)Nc1ccc2cn[nH]c2c1	-3.6	-0.6	0.2	-1.5	-0.9	-6.0	3.7	1.9	-2.5
O=C(Cc1cccs1)N1CCN=C1SCc1ccc(F)cc1	-17.3	8.9	-0.1	-16.1	1.0	-9.4	-4.6	-0.8	-2.4
O=C(CSc1ccc(Br)cc1)N1CCOCC1	-3.9	-11.9	0.6	-7.5	15.2	-9.5	13.0	1.9	-2.2
COc1c(C)cc(C(=O)C2CCCN(C(=O)c3cc(C)on3)C2)cc1C (stereo unspecified)	-26.5	-8.2	4.0	-16.4	6.9	-7.9	5.9	-0.7	-3.1
COc1ccc2nc(N/C(N)=N/S(C)(=O)=O)nc(C)c2c1	-3.5	-0.8	0.2	-2.2	1.3	23.8	-9.7	-3.3	-2.2
O=C(CCSCc1ccccc1Cl)NCc1cccs1	-14.3	-5.6	-0.3	-15.9	4.5	-23.1	7.5	-2.5	-3.2
CCOCCCNC(=O)Cn1cnc2c(cnn2-c2ccc(OC)cc2)c1=O	-5.4	-12.5	0.3	-8.8	-0.3	-2.9	-4.8	-0.5	-1.2
O=C(NCC(O)c1nc2ccccc2[nH]1)c1cc2ccccc2[nH]1 (stereo unspecified)	.	-25.1	0.9	-8.4	1.8	-17.9	7.1	2.8	-2.8
COc1cc(C(=O)/C=C/Nc2ccc(NC(C)=O)cc2)cc(OC)c1OC	-9.9	-2.7	0.6	3.1	-1.5	-4.6	4.7	1.6	-1.7
Cc1cc(NC(=O)c2c(-c3c(F)cccc3Cl)noc2C)no1	-13.6	-1.7	0.7	-7.7	4.8	-4.8	18.7	1.6	-3.1
CCc1ccccc1NC(=O)CN(C)C(=O)CN1C(=O)NC2(CCCCCC2)C1=O	-9.0	-29.8	0.4	-15.6	6.7	3.2	3.2	6.5	-0.6
O=c1c2ccccc2sc2ccccc12	.	-14.9	-0.2	-13.4	3.1	-30.9	13.1	-0.3	-5.4
CC(C)Cc1nnc(NC(=O)CN2C(=O)NC3(CCCCC3)C2=O)s1	-5.5	-18.7	0.4	-0.3	16.2	-4.0	-13.1	0.7	-0.3
CCN(Cc1ccccc1)C(=O)C1CCN(c2ncnc3c2nc2n3CCCCC2)CC1	-39.4	5.0	4.7	-12.9	-5.8	4.0	9.3	1.8	-3.3
